TNF death inh – TNF-alpha cell death inhibition in Jurkat FADD-/- cells | activation (protection from cell death), % at 10 µM | Jurkat FADD-/- TNF necroptosis rescue, ATP luminescence, 24 h; 0 = TNF only, 100 = no-TNF cells | hit rate 0.068% among 220,000;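 active = activation, meaning protection from cell death, of at least 50% relative to plate controls; inactive = activation below 50%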;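 also: necroptosis triggered by 40 ng/mL TNF-alpha added together with compound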
Hck Nef HTS – inhibitors of human Hck kinase activated by Nef | P08631 | Recombinant Hck-YEEI plus Nef, Z-Lyte FRET kinase assay | inhibition, % at 20 µM | hit rate 0.68% among 220,000;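 active = Hck-Nef kinase inhibition above about 50%, limit read from the data; inactive = inhibition below that limit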;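 also: 0% = DMSO with Hck plus Nef and 100% = Hck alone without Nef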
Runt-SMMHC FRET – inhibitors of human RUNX1 Runt domain binding to CBFb-SMMHC; Q01196+Q13951; Cerulean-Runt/Venus-CBFb-SMMHC FRET ratio 530/480, 1 h; hit rate 0.74% among 220,000; inhibition, % at 20 µM; AID 1434;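 active = mean inhibition across duplicate retests at 20 µM reaching about 50%, limit read from the data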;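 also: 0% = DMSO wells and 100% = wells with excess untagged CBFb-SMMHC; inhibitors lower the FRET ratio by blocking Runt binding to CBFb-SMMHC; some results filed as inactive read as strong as hits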
Target sequence (Q01196 whole entry, looked up, the tested form may be a part): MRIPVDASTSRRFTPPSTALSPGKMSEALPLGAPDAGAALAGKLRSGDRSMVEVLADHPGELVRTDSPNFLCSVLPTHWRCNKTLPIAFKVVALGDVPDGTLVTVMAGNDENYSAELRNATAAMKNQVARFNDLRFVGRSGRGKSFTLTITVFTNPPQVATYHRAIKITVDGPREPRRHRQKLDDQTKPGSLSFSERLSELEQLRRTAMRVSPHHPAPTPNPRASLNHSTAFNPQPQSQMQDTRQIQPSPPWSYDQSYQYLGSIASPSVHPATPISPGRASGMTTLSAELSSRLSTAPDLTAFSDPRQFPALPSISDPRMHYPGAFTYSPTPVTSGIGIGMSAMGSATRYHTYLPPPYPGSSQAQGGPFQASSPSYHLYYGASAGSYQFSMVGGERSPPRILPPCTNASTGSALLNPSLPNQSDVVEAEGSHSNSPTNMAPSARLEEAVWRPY
Target sequence (Q13951 whole entry, looked up, the tested form may be a part): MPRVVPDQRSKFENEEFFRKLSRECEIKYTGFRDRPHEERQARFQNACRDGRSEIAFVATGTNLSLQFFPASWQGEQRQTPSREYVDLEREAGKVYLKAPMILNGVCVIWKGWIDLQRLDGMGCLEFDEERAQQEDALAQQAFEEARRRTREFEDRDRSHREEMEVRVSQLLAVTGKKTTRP
RBBP9 inhibitor – human RBBP9 hydrolase inhibition. O75884. recombinant RBBP9, FP-Rh probe fluorescence polarization. inhibition, % at 7.94 µM. hit rate 0.2% among 220,000;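 active = inhibition above the campaign mean of all tested compounds plus 3 SD, cut at about 14% in these data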;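 also: plate controls were DMSO wells with RBBP9 for no effect and wells lacking RBBP9 protein for full effect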
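Test system: recombinant human RBBP9. Quantity: 2.5 µM RBBP9 dispensing solution, before mixing. Detection: FP readout at 525/598 nm. Reagent: Serine-hydrolase probe FP-Rh, 375 nM pre-mixing. Measure: % inhibition. Control set: DMSO-treated enzyme wells and wells lacking RBBP9. Buffer or medium: Tris-NaCl-Pluronic buffer, pH 8.0. Times: preincubation 30 min plus labeling 45 min at 25 °C.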
PGE2 EP2 inh – inhibitors of human EP2 prostaglandin E2 receptor | AID 1422 | hit rate 0.52% among 260,000 | inhibition, % at 25 µM | P43116 | C6 glioma cells expressing human EP2, cAMP TR-FRET; cells stimulated with saturating PGE2;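 active = percent inhibition above 40 after rounding to a whole number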;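 also: rat C6 glioma host cells with rolipram phosphodiesterase inhibitor present; the protocol text gives 20 µM as final concentration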
Target sequence (P43116 whole entry, looked up): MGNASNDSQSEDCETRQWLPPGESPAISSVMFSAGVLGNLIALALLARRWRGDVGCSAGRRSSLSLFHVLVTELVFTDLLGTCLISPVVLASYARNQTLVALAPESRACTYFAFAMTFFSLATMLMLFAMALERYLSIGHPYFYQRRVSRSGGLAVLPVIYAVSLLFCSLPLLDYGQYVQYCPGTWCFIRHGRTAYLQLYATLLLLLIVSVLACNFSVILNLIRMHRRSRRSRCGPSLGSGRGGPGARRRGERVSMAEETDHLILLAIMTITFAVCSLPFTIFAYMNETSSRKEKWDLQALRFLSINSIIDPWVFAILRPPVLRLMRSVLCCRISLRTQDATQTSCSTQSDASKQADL
zVAD death inh – blocks zVAD induced death of L929 cells; L929 zVAD necroptosis rescue, ATP luminescence, 24 h; with zVAD 60 µM; viability rescue, % at 10 µM; hit rate 0.38% among 220,000; AID 1377;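 active = activation, scaled between plate controls, above about 75%, limit read from the data; inactive = activation under that limit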;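 also: 0% = zVAD with DMSO and 100% = DMSO alone without zVAD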
Runt-CBFb FRET – inhibitors of human RUNX1 Runt domain binding to CBFb; inhibition, % at 20 µM; AID 1496; Q01196+Q13951; hit rate 0.46% among 220,000; Cerulean-Runt/Venus-CBFb FRET ratio 530/480, 1 h;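 active = inhibition over about 50% at 20 µM in the single-dose screen, limit read from the data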;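 also: 0% = DMSO wells and 100% = excess unlabeled CBFb competitor control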
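Reagent – Venus-CBFb binding partner, 100 nM · Assay system – Cerulean-tagged RUNX1 Runt domain (FRET donor) fusion protein · Input – 100 nM per protein · Incubation – two 1 h room-temperature incubations shielded from light · Measured by – FRET fluorescence · Medium – Tris buffer pH 7.5 with salts and BSA · Benchmarks – unlabeled CBFb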
PERK inh – inhibitors of human PERK kinase | Q9NZJ5 | CHO PERK-DD fusion, SEAP luminescence translation reporter | inhibition, % at 5.6 µM | hit rate 0.17% among 220,000 | AID 1416;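 active = inhibition above the mean inhibition of all tested compounds plus 3 SD, set separately per screening campaign, cut at about 2.9% in these data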;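 also: PERK kinase domain activated by AP20187 dimerizer at 100 nM; 0% = DMSO with dimerizer and 100% = rapamycin at 8.4 µM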
EP2 modulator – EP2 receptor (human) modulation. EP2-expressing cells, cAMP HTRF FRET, PGE2 co-stimulation. hit rate 0.83% among 260,000. induction, % at 25 µM. P43116. AID 940;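 active = compounds whose cAMP rise, as percent of the full-agonist control response, exceeds 60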;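 also: rat C6 glioma line stably carrying human EP2 under a CMV promoter; the protocol text gives 20 µM as final concentration; 100% = response of wells given 1 µM PGE2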
* = called active by the depositor; · = no result given.

SMILES	TNF death inh	Hck Nef HTS	Runt-SMMHC FRET	RBBP9 inhibitor	PGE2 EP2 inh	zVAD death inh	Runt-CBFb FRET	PERK inh	EP2 modulator
COc1ccc(CCn2c(C)c(C(C)=O)c(C(C)=O)c2C)cc1OC	2.1	-7	3	-6	6	0.6	2	0.1	3
O=C1C2CC=CCC2C(=O)N1c1ccc(Cc2ccncc2)cc1 (stereo not drawn)	-0.1	0	-11	3	13	0.0	-6	-0.3	-7
CCc1ccc(NC(=O)CSc2ccc(-c3ccco3)nn2)cc1	1.5	14	25	2	4	0.6	34	0.4	-34
Cn1c(SCC(=O)N2CCOCC2)nnc1-c1ccc(NC(=O)c2ccccc2F)cc1	-2.8	0	4	-11	8	0.1	0	0.2	-2
CCN1CCN(Cc2ccc(NC(=O)c3ccc(C)c(NC(=O)c4ccnnc4)c3)cc2C(F)(F)F)CC1	4.9	55*	1	·	13	76*	2	·	1
C=CCSC1=C(C#N)C(c2cccc(OC)c2)CC(=O)N1 (stereo not drawn)	1.1	-8	0	2	11	2.7	3	0.7	27
CC1=NN2C(=N)/C(=C\c3ccc(SCc4ccccc4)o3)C(=O)N=C2S1	0.7	-4	-18	-2	3	0.3	4	0.5	-2
Cc1cccc(-c2nnc3n2N=C(c2ccccc2Br)CS3)c1	-1.8	3	-1	-8	·	0.0	-2	-0.2	13
CC(C)COc1ccc(CSCCNC(=S)Nc2ccccc2)cc1	-13	-1	3	-13	9	-0.6	-4	0.7	-17
O=C(OCCN(C1=NS(=O)(=O)c2ccccc21)c1ccccc1Cl)c1ccc(Cl)cc1	-2.2	1	-2	-2	11	-0.8	3	-0.7	13
O=C(NC1CCCCNC1=O)c1ccccc1 (stereo not drawn)	1.3	11	0	-8	7	-0.5	2	-0.3	13
COCCN(C(=O)CNC(=O)c1ccco1)C(C(=O)NC1CCCCC1)c1cccc(OC)c1 (stereo not drawn)	-1.2	0	3	-4	19	-0.3	-1	-0.9	36
CCn1cc(/C=N/NS(=O)(=O)c2ccc(C)cc2)c(C)n1	0.9	0	-8	6	·	0.1	-1	0.7	-13
Cc1cc(C)n2nc(C(=O)N/N=C/c3cn(C)nc3C)nc2n1	0.8	14	-1	-7	5	0.5	1	1.3	-12
Cc1c(-c2cc(C(=O)O)no2)cnn1C	0.0	19	0	-7	7	0.7	-1	1.7	16
O=C(CCn1c(=S)oc2ccccc21)N1CCCCC1	7.0	17	3	-4	5	-0.2	1	0.0	9
COc1ccc([N+](=O)[O-])cc1N(CC(=O)NC(C(C)C)C(C)C)S(C)(=O)=O	-0.3	19	-1	-7	7	0.1	-3	-0.7	17
Cc1ccc[n+](CC(=O)c2ccc(NC(=O)c3ccccc3)cc2)c1	-0.3	-4	3	-1	3	0.7	2	0.2	-4
CC(=O)c1cccc(NC(=O)C2C3C=CC(C4CC34)C2C(=O)O)c1 (stereo not drawn)	-1.1	-1	0	-3	13	0.2	0	0.2	28
O=C(Nc1c(C(=O)C2CC2)oc2ccccc12)c1ccc(Cl)cc1	2.1	4	3	-3	5	0.8	0	0.5	64*

3 structures out of the list, arranged by SMILES length, low to high:
SMILES	TNF death inh	Hck Nef HTS	Runt-SMMHC FRET	RBBP9 inhibitor	PGE2 EP2 inh	zVAD death inh	Runt-CBFb FRET	PERK inh	EP2 modulator
O=C(CCn1c(=S)oc2ccccc21)N1CCCCC1	7.0	17	3	-4	5	-0.2	1	0.0	9
Cc1ccc[n+](CC(=O)c2ccc(NC(=O)c3ccccc3)cc2)c1	-0.3	-4	3	-1	3	0.7	2	0.2	-4
CC(=O)c1cccc(NC(=O)C2C3C=CC(C4CC34)C2C(=O)O)c1 (stereo not drawn)	-1.1	-1	0	-3	13	0.2	0	0.2	28

The list continues.
SMILES	TNF death inh	Hck Nef HTS	Runt-SMMHC FRET	RBBP9 inhibitor	PGE2 EP2 inh	zVAD death inh	Runt-CBFb FRET	PERK inh	EP2 modulator
CC1(C)CSC(=NCc2ccccc2)N1C(=O)c1cccc([N+](=O)[O-])c1	-3.5	0	1	1	10	1.5	2	0.8	-5
Cn1c(C(C#N)C2=C(Cl)C(=O)N(c3ccccc3)C2=O)nc2ccccc21 (stereo not drawn)	-2.4	4	-21	2	4	4.6	-5	-0.1	-13
O=C(Nc1cccc(N2CCCC2)c1)c1cccs1	-0.5	11	1	-5	11	0.9	7	-0.3	-49
Cc1noc(NS(=O)(=O)c2ccc(N/C=C\C(=O)c3ccc(Br)cc3)cc2)c1C	-0.5	39	-1	-13	23	66	-3	0.5	13
COc1ccc(N=C2O/C(=C/c3sc(=S)n(CC4CCCO4)c3O)N=C2C#N)cc1 (stereo not drawn)	-22	3	-2	-1	6	-1.7	20	-0.3	-15
CCCCN(C)C(=O)c1nc2ccccn2c1CN1CCN(C(=O)c2cccs2)CC1	0.7	1	0	-5	5	-0.5	1	1.5	18
O=C(Cc1cccs1)Nc1nc2c(ccc3ccccc32)s1	5.0	1	0	-11	18	0.7	3	-0.5	-19
CCOC(=O)c1sc(NC(=O)CSc2nc(-c3ccco3)cc(C(F)(F)F)n2)c(C(=O)OC)c1C	-2.5	6	-1	-6	·	0.7	-1	1.6	34
Cc1ccc(CNC(=O)/C=C/c2ccccc2Cl)cc1	-1.9	1	-4	7	16	0.8	-1	3.0*	-33
O=C(CCCn1c(SCC(=O)c2ccc(Cl)cc2)nc2ccccc2c1=O)NCc1ccco1	1.9	-1	-11	-11	6	2.6	0	-0.9	-9
CCc1cccc(NC(=O)Cn2c3[n+](c4ccc(C(F)(F)F)cc42)CCCCC3)c1	2.4	-1	13	-12	3	0.9	-2	-0.7	-10
Cc1ccc(NC(=O)CN(C)C(=S)NC2CC2)cc1	-2.0	23	-1	-4	2	1.0	2	0.6	15
CCn1c(SCc2ccc([N+](=O)[O-])cc2)nnc1C(C)NC(=O)c1ccc(C)cc1 (stereo not drawn)	1.8	0	-1	-9	3	-0.4	0	-1.1	-13
COc1ccc(-c2nc3c(c(=O)n(C)c(=O)n3C)n2CC2CC(c3ccccc3)=NO2)cc1OC (stereo not drawn)	-8.9	3	·	1	28	-0.1	·	-0.6	·
O=C(Oc1ccc(/C=N/Nc2ccccc2)cc1)c1ccccc1	-4.7	-2	-8	-6	11	-0.5	-1	2.4	-9
CCn1c(C2CCN(Cc3ccccc3)CC2)n[nH]c1=S	0.4	14	-3	-3	5	2.1	1	0.7	17
CCCC(=O)C1=C(O)C(C(=O)OC)C(C)(C)CC1=NC(C)(C)C (stereo not drawn)	0.0	-15	-6	-4	-5	-0.7	14	-0.8	25
CC(C)(C)c1ccc(S(=O)(=O)n2c(CN3CCOCC3)nc3ccccc32)cc1	3.0	4	-1	3	7	-0.2	0	0.8	55
COC(=O)c1cccc(NC(=O)c2ccc3c(c2)C(=O)N(CC2CCCO2)C3=O)c1 (stereo not drawn)	-0.4	-1	-5	-2	15	0.1	0	-1.8	-15
O=C(CCc1nc2ccccc2c(=O)[nH]1)OCc1ccc(Cl)cc1Cl	0.9	5	4	-4	8	0.3	-3	0.4	-28

Fetched by structure from the list above (four):
SMILES	TNF death inh	Hck Nef HTS	Runt-SMMHC FRET	RBBP9 inhibitor	PGE2 EP2 inh	zVAD death inh	Runt-CBFb FRET	PERK inh	EP2 modulator
Cn1c(SCC(=O)N2CCOCC2)nnc1-c1ccc(NC(=O)c2ccccc2F)cc1	-2.8	0	4	-11	8	0.1	0	0.2	-2
Cc1ccc(CNC(=O)/C=C/c2ccccc2Cl)cc1	-1.9	1	-4	7	16	0.8	-1	3.0*	-33
Cc1noc(NS(=O)(=O)c2ccc(N/C=C\C(=O)c3ccc(Br)cc3)cc2)c1C	-0.5	39	-1	-13	23	66	-3	0.5	13
O=C1C2CC=CCC2C(=O)N1c1ccc(Cc2ccncc2)cc1 (stereo not drawn)	-0.1	0	-11	3	13	0.0	-6	-0.3	-7

The list continues.
SMILES	TNF death inh	Hck Nef HTS	Runt-SMMHC FRET	RBBP9 inhibitor	PGE2 EP2 inh	zVAD death inh	Runt-CBFb FRET	PERK inh	EP2 modulator
COc1ccccc1CNC(=O)COc1ccc([N+](=O)[O-])cc1	-0.2	1	-4	-4	3	0.1	1	0.8	-23
O=C(Nc1cccc(-c2cn3cccnc3n2)c1)c1ccc(Br)o1	-2.6	2	-1	-3	13	0.4	0	-1.4	-35
O=C1Nc2ccccc2CCC1Sc1nnc(-c2ccc(Cl)cc2)s1 (stereo not drawn)	0.3	-10	0	-9	12	-0.2	-1	-0.3	-71
CC(=O)c1ccc(OCCCC(=O)Nc2cccc(S(=O)(=O)N(C)C)c2)cc1	1.4	0	1	-3	11	2.1	-2	-0.5	-14
CCCc1nnc(NC(=O)c2cc3ccccc3oc2=O)s1	0.3	-2	-9	-2	10	1.5	1	-0.2	12
O=C(CSc1nnc(Cc2cccs2)n1Cc1ccco1)Nc1cc(Cl)cc(Cl)c1	0.3	3	30	-14	5	2.3	29	-0.5	30
COc1cccc(Cn2c(=O)c3ccccc3n3nc(C)cc23)c1	0.0	2	0	-2	5	-0.5	-3	0.6	22
COc1cc(Br)c(C(C)NC(=O)c2ccccc2)cc1OC (stereo not drawn)	-2.7	1	0	3	7	-0.2	0	0.7	11
Cn1c(SCC(=O)NC(C)(C)C)nnc1-c1ccc(C(C)(C)C)cc1	4.0	-8	-4	-1	7	18	-5	-0.7	12
Cc1cc(C)n2cc(CSc3ncccc3C(=O)O)nc2n1	-2.6	-1	-2	2	24	-0.2	0	0.6	36
O=C(NCCCN1CCOCC1)C1CCC(=O)N1C1CCCCC1 (stereo not drawn)	0.2	5	-1	-10	5	1.3	3	0.9	35
CCOC(=O)c1c(CSc2ccccc2)n(C)c2ccc(O)c(CN3CCN(C)CC3)c12	-7.3	18	0	3	19	0.0	9	-1.1	-30
O=C(Nc1ccccc1Cl)c1ccc(S(=O)(=O)N2CCOCC2)cc1	3.2	0	1	-5	9	-0.9	0	-0.2	4
O=C(CCc1ccccc1)NNC(=S)NC(=O)c1ccc(Cl)cc1	-3.3	-1	4	-2	5	-0.3	16	0.7	-34
Nc1nnnn1/N=C/c1ccc(O)cc1	0.2	0	0	-6	7	-0.8	-1	0.8	2
CCS(CC)=NS(=O)(=O)c1ccc(NC(C)=O)cc1	-3.4	0	-5	-3	11	-0.4	-2	1.4	14
c1ccc2[nH]c(NN=C3CCCCCC3)nc2c1	1.9	-1	5	2	12	1.8	5	-0.4	-39
CC1SCC(NC(=O)c2cccc(Cl)c2)CS1 (stereo not drawn)	2.8	13	-6	1	5	-0.2	2	0.5	-13

This is a subset. The share of hits here may be higher or lower than overall.
